Compound activity deposited in PubChem by IUPUI and University of Michigan.
ST2 inh: IL1RL1 inhibition. Q01638. AID 1259354. inhibition, % for hits at 17 µM. 78,000 compounds, 2.3% hits. AlphaLISA ST2-Fc/biotin-IL-33 interaction, 1 h; in the data active = inhibition above about 30%; inconclusive = mostly about 10% to 28%
Target sequence (Q01638 whole entry, looked up): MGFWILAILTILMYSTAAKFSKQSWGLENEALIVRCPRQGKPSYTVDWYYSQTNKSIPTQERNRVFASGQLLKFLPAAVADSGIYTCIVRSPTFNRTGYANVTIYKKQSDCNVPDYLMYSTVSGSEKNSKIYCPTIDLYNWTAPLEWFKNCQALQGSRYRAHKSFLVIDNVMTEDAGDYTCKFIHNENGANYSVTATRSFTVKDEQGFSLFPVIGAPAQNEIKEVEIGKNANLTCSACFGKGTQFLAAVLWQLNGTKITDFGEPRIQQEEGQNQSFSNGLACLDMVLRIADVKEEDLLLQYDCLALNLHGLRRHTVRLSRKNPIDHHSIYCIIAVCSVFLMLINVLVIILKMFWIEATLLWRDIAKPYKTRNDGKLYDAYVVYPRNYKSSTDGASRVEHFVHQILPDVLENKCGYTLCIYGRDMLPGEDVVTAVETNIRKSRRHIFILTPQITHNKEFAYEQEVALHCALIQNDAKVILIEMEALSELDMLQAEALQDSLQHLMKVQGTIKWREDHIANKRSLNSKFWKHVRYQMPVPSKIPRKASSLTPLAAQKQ
* = called active by the depositor; i = inactive; ? = inconclusive. The list is partial; count on the stated rates, not on these rows.

SMILES	ST2 inh
CCN1CCCC1CNC(=O)CCC1CCN(Cc2cnc(SC)nc2)CC1 (stereo unspecified)	?
COc1ccc2c(=O)c(Oc3ccccc3)c(C(F)(F)F)oc2c1C	i
Cc1cc(Cl)ccc1C(=O)C1CCCN(Cc2c(C)nn(C(C)C)c2C)C1 (stereo unspecified)	i
O=C(CNS(=O)(=O)c1ccc(Br)s1)N1CCCC1	i
O=C(c1cccc(Br)c1)N(c1ccc(Br)cc1)C1C=CS(=O)(=O)C1 (stereo unspecified)	i
CC(C)C(=O)NC(Oc1ccc(C=NC2CCS(=O)(=O)C2)cc1)C(Cl)(Cl)Cl (stereo unspecified)	?
Cc1nnsc1CN(C)C(=O)c1cccc2c1OCC2	i
CC(C)OCCCNC(=O)c1cc2cc3ccc(Cl)cc3nc2o1	i
COc1cc(-c2nc3sccn3c2Nc2cccc(C)c2)ccc1O	?
CCOC(=O)C1=C(C)Nc2nc(SCc3cccnc3)nn2C1c1ccc(OC)cc1 (stereo unspecified)	i
CCCc1oc2cc(O)ccc2c(=O)c1Oc1ccc(F)cc1	i
OC1CCCN(c2ccnc(N3CCC(O)(Cc4ccccc4)CC3)n2)C1 (stereo unspecified)	i
CCOC(=O)C1CCN(C(=O)c2cccn3c(=O)c4sccc4nc23)CC1	i
CN(C)CCNc1ccc(Cl)cc1[N+](=O)[O-]	i
Cc1oc(-c2ccccc2NS(C)(=O)=O)nc1CN(C)Cc1ccc(OC(F)F)cc1	?
COc1ccccc1CN1CC(C(=O)NCCc2ccccc2Cl)CCC1=O (stereo unspecified)	i
CCOC(=O)c1c(NC(=O)COc2ccc3c(C)cc(=O)oc3c2)sc2c1CCC2	i
O=C1CCCCC(=O)c2ccccc2N1	i
O=C(NC1CC1)c1cc2n(n1)CCN(c1cc(N3CCCCC3)ncn1)C2	i
c1cncc(CN2CCc3ccccc3C2)c1	i
Cc1cccc(CN2CCCN(CC(=O)NCc3ccc(Cl)cc3)S2(=O)=O)c1	i
CN(C)c1cccc(C(=O)N2CCC3(CCCN(CCc4ccccc4)C3)C2)c1 (stereo unspecified)	i
CNC(=O)c1ccc(OC)c(-c2ccccc2CN2CCOCC2)c1	i
Cc1ccc2nc(N=S(=O)(O)c3ccc(Cl)cc3)c(Cl)nc2c1	i
O=C(CN1CCCCC1)N1CCCc2c1c(=O)oc1ccc(OCc3ccccc3)cc21	?
CC(=O)NC1=NC(=O)/C(=C/c2ccc(OCc3ccccc3F)cc2)S1	i
COc1ccc(C(=O)N2CCN(C/C=C/c3ccccc3)CC2)cc1	i
O=C(NCCN1CCOCC1)c1ccc2c(Cl)c3c(nc2c1)CCCC3	i
CC(C)(C)c1ccc(C(=O)N2CCN(c3ccc([N+](=O)[O-])c(NCc4ccco4)c3)CC2)cc1	31.0%*
Cc1ccc(CCC(N)=O)o1	i
COC(=O)[C@@H]1Cc2ncn(Cc3ccccc3)c2CN1S(=O)(=O)c1ccc(C)cc1	i
O=C(Cc1ccccc1)Nc1c(C(=O)Nc2ccc(F)cc2)oc2ccccc12	i
N#CC1=C(N)Oc2cc(O)ccc2C1c1cc(Br)cs1 (stereo unspecified)	i
O=C(CCCCCn1c(=O)[nH]c2ccsc2c1=O)NCc1ccccc1Cl	i
CCN1C(=O)c2cccc3c(S(=O)(=O)Nc4ncccc4C)ccc1c23	i
O=C1C2C3C=CC(C3)C2C(=O)N1Cc1ccccc1Cl (stereo unspecified)	i
CCc1c(O)nc(SCC(=O)Nc2ccccc2)n(C(C)CC)c1=O (stereo unspecified)	?
O=C(c1c(O)cccc1O)N1CCN(CCn2cncn2)CC1	?
O=C(Nc1ccccc1)Nc1cccc(F)c1	i
CC(C)c1ccc(OCCN(C)Cc2cc3n(n2)CCCNC3)cc1	?
Cc1cccc(-c2noc(CN(C)Cc3cc4n(n3)CCNC4)n2)c1	i
COc1ccc(N(C(=O)c2ccc(C(C)(C)C)cc2)C2C=CS(=O)(=O)C2)c(OC)c1 (stereo unspecified)	i
CC1(C)CC(NC(=O)CC2CCCCC2)CC(C)(C)N1	34.0%*
COc1ccc(C2C(=O)N(CCc3ccccc3)CC(=O)N2Cc2cccs2)cc1 (stereo unspecified)	i
Cc1cc(N2CCN(C)CC2)nc2ccc(NC(=O)c3ccc(Br)o3)cc12	i

Gathered by group, the compounds so far with an aryl thioether with sulfur outside any ring.
SMILES	ST2 inh
CCN1CCCC1CNC(=O)CCC1CCN(Cc2cnc(SC)nc2)CC1 (stereo unspecified)	?
CCOC(=O)C1=C(C)Nc2nc(SCc3cccnc3)nn2C1c1ccc(OC)cc1 (stereo unspecified)	i
CCc1c(O)nc(SCC(=O)Nc2ccccc2)n(C(C)CC)c1=O (stereo unspecified)	?

By substructure: the compounds so far containing bromine (4)
SMILES	ST2 inh
O=C(CNS(=O)(=O)c1ccc(Br)s1)N1CCCC1	i
O=C(c1cccc(Br)c1)N(c1ccc(Br)cc1)C1C=CS(=O)(=O)C1 (stereo unspecified)	i
N#CC1=C(N)Oc2cc(O)ccc2C1c1cc(Br)cs1 (stereo unspecified)	i
Cc1cc(N2CCN(C)CC2)nc2ccc(NC(=O)c3ccc(Br)o3)cc12	i

The list continues:
SMILES	ST2 inh
Cc1nn(CCC(C)C)c2c1C(CCc1ccccc1)CC(=O)N2 (stereo unspecified)	?
CCOCC(=O)Nc1c(C(=O)Nc2ccc(OC)cc2OC)oc2ccccc12	i
Cc1ccn2c(C(=O)NC3CC(=O)N(Cc4cccc(F)c4)C3)nnc2n1 (stereo unspecified)	?
Cc1ccc(-c2csc(Nc3ccc(F)cc3)n2)cc1	i
COc1cc(C2Nc3ccccc3NC3=C2C(=O)CC(c2ccc(C)cc2)C3)cc(Cl)c1O (stereo unspecified)	i
O=S(=O)(CC1CC1)c1ncc(CN2CCSCC2)n1CC1CCCCC1	?
COc1cc2c(cc1OC)CN(Cc1cccs1)CC2	i
C=CCn1c(N)c(S(=O)(=O)c2ccccc2)c2nc3ccccc3nc21	i
CN(CCNC(=O)C1(c2ccccc2F)CC1)S(C)(=O)=O	i
CC1=C(C(=O)Nc2ccccc2)C(c2ccc(O)cc2)n2nc(SCc3ccccc3)nc2N1 (stereo unspecified)	i
COc1ccc(CCN(C)CCCC(C#N)(c2ccc(OC)c(OC)c2)C(C)C)cc1OC (stereo unspecified)	?
O=c1[nH]c(-c2cccnc2)nc2c1CCN(S(=O)(=O)N1CCCC1)C2	?
CCOC(=O)c1c(NC(=O)c2ccccc2C(=O)O)sc2c1CCN(C)C2	i
COc1ccc(-c2cc(C(=O)NCc3ccco3)c3ccccc3n2)cc1OC	?
CCOC(=O)C1(Cc2ccccc2F)CCCN(Cc2cnc(SC)nc2)C1 (stereo unspecified)	i

Exported bar-delimited: entries from further up.
canonical_smiles | ST2 inh
C=CCn1c(N)c(S(=O)(=O)c2ccccc2)c2nc3ccccc3nc21 | i
CN(CCNC(=O)C1(c2ccccc2F)CC1)S(C)(=O)=O | i

Remaining list, next part
SMILES	ST2 inh
OCCCn1cnc(-c2ccccc2)c1-c1cccn1-c1ccccn1	i
O=c1oc2cc([N+](=O)[O-])ccc2nc1C=C(O)c1ccc(Cl)cc1	i
COc1ccc(Cl)cc1NC(=O)CCC1CCCN(C2Cc3ccccc3C2)C1 (stereo unspecified)	i
Cc1ccc(N2C(=O)CC(Sc3ccccn3)C2=O)cc1 (stereo unspecified)	?
COCC1(C(=O)N(Cc2c(C)nn(C)c2C)C(C)C)CCC1	i
O=C1c2cccnc2CN1Cc1cc(-c2ccccc2)n[nH]1	i
O=C(C[C@@H]1CCNC[C@@H]1Cc1cc(-c2ccc(F)cc2)on1)N1CCCCC1	i
O=C(Nc1nnc(N=Cc2cccs2)s1)c1ccc([N+](=O)[O-])cc1[N+](=O)[O-]	i
Nc1ncnc(N2CCN(CCO)CC2)c1[N+](=O)[O-]	i
CC(=O)N1c2ccccc2CCc2ccc(NC(=O)c3ccccc3)cc21	i
Cc1ccc(C(C)C)c(OCC(=O)Nc2nc(C)cc(C)n2)c1	i
Cc1ccc(-n2c(SCC(=O)Nc3cc(C)cc(C)c3)nc3c(c2=O)SCC3)cc1	i
COc1cccc2ccc(CN3CCN(Cc4ccsc4)C(CCO)C3)nc12 (stereo unspecified)	?
Cn1c(-c2ccncc2)nc2cc(C(=O)NCc3ccccc3F)cc(NC(=O)C3CCC3)c21	?
NNC(=O)CCc1ccccc1O	?
Cc1ccc(NC(=O)C2(S(=O)(=O)c3ccc(Cl)cc3)CC2)c(Br)c1	i
Cc1cc([N+](=O)[O-])ccc1NC(=O)C1CC(=O)N=C(N)S1 (stereo unspecified)	?
COc1ccc2c(=O)c(Oc3ccccc3Br)coc2c1	?
CCO[C@H]1COC[C@@H]1NC(=O)c1cnn2ccn(C)c12	i
CN1[C@@H](CCC(=O)N2CCCC2)CNC(=O)[C@@H]2[C@H]1CCN2CC(C)(C)C	?
CCCCNC(=O)c1noc2c1CCc1cc(OC)ccc1-2	i
CCOc1cccc2sc(N3CCc4ccccc4C3)nc12	?
Cc1ccccc1C(=O)NC(Nc1ccccc1F)C(Cl)(Cl)Cl (stereo unspecified)	i
O=C(O)CC1Sc2ccccc2NC1=O (stereo unspecified)	i
Clc1ccc(OCCCCN2CCOCC2)c(Br)c1	i
CC(c1cccc(-c2nccc(C(F)(F)F)n2)c1)N1CCCC1 (stereo unspecified)	i
COc1ccc(Cc2nnc(NC(=O)NCc3ccccn3)s2)cc1OC	i
COc1cc(/C=C/CO)ccc1OC/C=C(\C)CCC=C(C)C	i
COc1ccc2nc(N3CCC(C(=O)NC4CCCCC4)CC3)sc2c1	i
COc1ccc(S(=O)(=O)N[C@H]2C[C@@H](c3nc(C(C)C)no3)N(C)C2)cc1	i
O=C(c1noc2c1CCc1ccccc1-2)N1CCN(c2ccc(F)cc2)CC1	i
CCOC(=O)c1c(C)[nH]c(C(=O)NC(C)c2cnn(-c3ccccc3C)c2C)c1C (stereo unspecified)	i
O=C(Nc1nc(-c2cccnc2)cs1)c1cccc(N2C(=O)CCC2=O)c1	?
COc1ccccc1CC(=O)Nc1cc(OC)c(NC(=O)c2ccccc2)cc1OC	i
CC(=O)NC1C(=O)N=C(SCC(=O)c2ccc(Br)cc2)NC1=O (stereo unspecified)	i
CCSc1nc(CC(=O)N(C)Cc2ncc(C)[nH]2)cs1	i
CCOC(=O)c1nn(Cc2ccccn2)c2c1CN(C(=O)c1csc(SC)n1)CC2	?
C=CCOc1ccc2c(=O)c(Oc3cc(C)ccc3C)coc2c1	i
COc1ccc(-n2ccc3ccccc32)cc1	i
CCOC(CCNC(=O)c1cc2cc3ccc(C)cc3nc2s1)OCC	?
COc1ccc(OC)c(Nc2ncnc(N)c2[N+](=O)[O-])c1	i
Cc1ccsc1CN(C)c1cc(N2CCOCC2)ncn1	i
COc1ccc(N(CC(=O)Nc2ccccc2OC)S(C)(=O)=O)cc1	?
Cn1c(=O)c2c(nc(N3CCCC3)n2CCSc2nnnn2-c2ccccc2)n(C)c1=O	i
COc1cccc(OCc2nc(C(=O)N3CCCCCCC3)co2)c1	?
C[C@H](c1ccc(F)cc1)n1c(C2CCC2)n[nH]c1=O	i
NCCNS(=O)(=O)c1cccc2c(Cl)cccc12	i
CC1CCCCN1C(=O)CSc1nnc(-c2ccc(Cl)s2)o1 (stereo unspecified)	i
Cc1cccc(N2CCN(C(=O)/C=C3\Sc4ccccc4NC3=O)CC2C)c1 (stereo unspecified)	?
O=C(Nc1cc(C(F)(F)F)ccc1Cl)c1cccc(Br)c1	i
CCOc1ccccc1CN1CCNC(=O)C1CC(=O)N1CCCCO1 (stereo unspecified)	i
CC(=O)c1cccc(NS(=O)(=O)c2ccc3c(c2)CCC(=O)N3)c1	i
CCN(CC)CCCNC(=O)c1c(-c2c(Cl)cccc2Cl)noc1C	i
COc1ccc(Cl)cc1N1C(=O)C2CCCN2C1c1ccc(N(C)C)cc1 (stereo unspecified)	?
COc1cccc(C2CC(c3ccccc3)=NN2S(=O)(=O)c2ccc(C)cc2)c1OC (stereo unspecified)	i
O=C(NCc1cccs1)c1ccc2c(c1)N(Cc1cccc(Cl)c1)C(=O)CS2	i
Cc1cccc(NC(=O)COc2ccc([N+](=O)[O-])cc2)c1C	i
CCN1C(=O)CSc2ccc(C(=O)NCCCN3CCOCC3)cc21	i
Cc1cccc(-c2cc(N3CCN(S(C)(=O)=O)CC3)ncn2)c1	i
O=C1CC(=O)Nc2cc(S(=O)(=O)Nc3ccc(F)c(Cl)c3)ccc2N1	i

A second format for some results above:
> OCCCn1cnc(-c2ccccc2)c1-c1cccn1-c1ccccn1
- ST2 inh: i

> O=c1oc2cc([N+](=O)[O-])ccc2nc1C=C(O)c1ccc(Cl)cc1
- ST2 inh: i

> COc1ccc(Cl)cc1NC(=O)CCC1CCCN(C2Cc3ccccc3C2)C1 (stereo unspecified)
- ST2 inh: i

> Cc1ccc(N2C(=O)CC(Sc3ccccn3)C2=O)cc1 (stereo unspecified)
- ST2 inh: ?

Further entries
SMILES	ST2 inh
O=C(CN1C(=O)c2cccnc2Sc2ccccc21)Nc1ccc(F)cc1Cl	i
CC(c1ccccc1)N1C(=O)c2cccc([N+](=O)[O-])c2C1=O (stereo unspecified)	?
Brc1cc2c(cc1C(N1CCOCC1)N1CCOCC1)OCO2	i
CC(C)N(Cc1nccn1C)c1nc2nonc2nc1NCc1cccs1	i
Cc1cc(N2CCN(C)CC2)nc2ccc(NC(=O)CCC(=O)NCc3ccco3)cc12	?
CN(Cc1cccc2ncccc12)C(=O)C(C)(C)NC(=O)c1cccs1	?
Cc1occc1C(=O)N(C)C(Cc1ccccc1)C1CCN(C(=O)c2n[nH]c3c2CCCC3)CC1 (stereo unspecified)	?
O=C(CCc1cnccn1)NC1CC(=O)N(Cc2cccc3ccccc23)C1 (stereo unspecified)	i
CC(NC(=O)c1ccccc1F)c1ccc(Br)cc1 (stereo unspecified)	i
Cc1nn(CCCC(=O)Nc2ccc([N+](=O)[O-])cc2Cl)c(C)c1[N+](=O)[O-]	i
Cc1ccc(OCCCN2CCCCC2)c([N+](=O)[O-])c1	i
CCn1cc(C(=O)NCc2ccco2)c(=O)c2cc(S(=O)(=O)N3CCCCC3)ccc21	i
CCOc1ccc(S(=O)(=O)NCCC(OCC)OCC)c2cccnc12	i
COc1cccc(S(=O)(=O)c2c(C)cc(C)cc2C)c1	i
CN(C)c1cc(N2CC[C@@](C)(O)[C@@H](Cc3ccccc3)C2)ncn1	i
